DUSP3 inh = inhibitors of human VHR1 phosphatase (DUSP3); P51452; recombinant VHR phosphatase, pNPP absorbance; inhibition, % at 13.3 µM; 290,000 compounds, 0.52% hits; in the data active means inhibition above about 50%; further: some compounds called inactive have numbers as strong as hits
Target sequence (P51452 whole entry, looked up): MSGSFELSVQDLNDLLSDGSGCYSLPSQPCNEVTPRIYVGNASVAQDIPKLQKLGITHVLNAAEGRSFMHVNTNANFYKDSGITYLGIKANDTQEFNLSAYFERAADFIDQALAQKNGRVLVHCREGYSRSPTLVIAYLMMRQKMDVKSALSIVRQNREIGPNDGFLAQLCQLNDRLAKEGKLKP
3CLpro inhibitor = SARS-CoV 3CLpro protease inhibition. P0C6X7. recombinant SARS-CoV 3CLpro, quenched FRET peptide cleavage. inhibition, % at 6 µM. 290,000 compounds, 0.14% hits; in the data active means inhibition above about 12%
BH1578 lux ind = inducers of Vibrio cholerae quorum light production without autoinducers. V. cholerae BH1578 lux reporter, luminescence, 6 h. activation, % at 18.7 µM. 350,000 compounds, 0.16% hits; in the data active means activation mostly above about 9.7%, no sharp cut-off; further: not every result past the cut was called active; inactives centre near 0; reference of the scale not given here
Rv3671c inh = Rv3671c (M. tuberculosis) protease inhibition; P9WHR9; 320,000 compounds, 0.048% hits; inhibition, % at 5.96 µM; in the data active means inhibition above about 38%;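 further: extracellular domain of Rv3671c used as enzyme; 0% = enzyme with DMSO and 100% = no enzyme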
Target sequence (P9WHR9 whole entry, looked up, the tested form may be a part): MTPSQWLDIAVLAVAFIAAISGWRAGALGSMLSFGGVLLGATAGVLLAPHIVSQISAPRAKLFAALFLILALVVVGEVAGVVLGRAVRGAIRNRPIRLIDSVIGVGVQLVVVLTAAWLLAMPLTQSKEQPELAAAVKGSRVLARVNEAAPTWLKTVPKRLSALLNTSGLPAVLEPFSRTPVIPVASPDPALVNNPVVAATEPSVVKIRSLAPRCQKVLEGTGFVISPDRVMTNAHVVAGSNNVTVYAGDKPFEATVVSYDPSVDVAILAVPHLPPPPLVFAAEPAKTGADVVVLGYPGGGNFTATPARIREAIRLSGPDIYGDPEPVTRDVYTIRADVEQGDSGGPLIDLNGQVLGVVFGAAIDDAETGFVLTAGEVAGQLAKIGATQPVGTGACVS
UGM FP inh = Mtb UDP-galactopyranose mutase inhibition. P9WIQ1. purified UGM, fluorescence polarization probe displacement. inhibition, % at 10 µM. 320,000 compounds, 0.06% hits; in the data active means inhibition above about 10%, passing the limit was not always enough
SSB-PriA inh = blocks PriA binding to SSB C-terminal tail. AlphaScreen SSBct-PriA binding, biotinylated peptide. inhibition, % at 33 µM. 430,000 compounds, 0.6% hits; in the data active means inhibition mostly above about 37%, no sharp cut-off; inactive means mostly below about 20%;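 further: plate controls were negative control peptide for no effect and reference peptide for full effect; strong numbers were not always called active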
FBA Mtb inh = Mtb fructose-bisphosphate aldolase inhibition | purified M. tuberculosis FBA, fluorescence read-out | inhibition, % at 1 µM | 360,000 compounds, 2.3% hits | AID 588726 | P9WQA3; in the data active means inhibition above about 27%;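 further: 0% = vehicle and 100% = reference inhibitor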
Target sequence (P9WQA3 whole entry, looked up): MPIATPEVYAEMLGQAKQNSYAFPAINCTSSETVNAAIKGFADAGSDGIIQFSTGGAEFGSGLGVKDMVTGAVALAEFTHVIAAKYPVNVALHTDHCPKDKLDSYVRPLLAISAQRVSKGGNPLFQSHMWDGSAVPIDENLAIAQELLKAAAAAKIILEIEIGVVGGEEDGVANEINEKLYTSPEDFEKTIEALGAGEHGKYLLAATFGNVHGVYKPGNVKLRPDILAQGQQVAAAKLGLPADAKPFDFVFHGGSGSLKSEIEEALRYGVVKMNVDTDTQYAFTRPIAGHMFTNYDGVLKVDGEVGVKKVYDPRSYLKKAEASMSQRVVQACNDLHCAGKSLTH
GDH-TPI inh = GDH-TPI coupled enzyme inhibition counter-screen; GDH-TPI coupled enzyme counterscreen, NADH absorbance; AID 588335; inhibition, % at 4.8 µM; 360,000 compounds, 1.2% hits; in the data active means inhibition above about 30%;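 further: 0% = DMSO wells and 100% = wells lacking the enzyme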
MazF activator = MazEF (E. coli) toxin RNase activation; FAM/BHQ RNA-DNA oligo cleavage fluorescence, 5 h; activation, % at 20 µM; 350,000 compounds, 0.32% hits; in the data active means activation above about 50%
Target sequence (P0AE70 whole entry, looked up): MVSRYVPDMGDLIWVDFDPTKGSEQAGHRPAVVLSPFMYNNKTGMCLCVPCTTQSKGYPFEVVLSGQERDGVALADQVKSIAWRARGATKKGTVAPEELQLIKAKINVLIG
Mtb BioA inh = blocks M. tuberculosis BioA enzyme activity | purified M. tuberculosis BioA enzyme, plate reader | inhibition, % at 9.99 µM | 360,000 compounds, 0.096% hits | AID 602481; in the data active means inhibition above about 40%
* = called active by the depositor; i = inactive; nt = no result given. Some of the compounds tested; rates above refer to the full screens.

SMILES	DUSP3 inh	3CLpro inhibitor	BH1578 lux ind	Rv3671c inh	UGM FP inh	SSB-PriA inh	FBA Mtb inh	GDH-TPI inh	MazF activator	Mtb BioA inh
COc1ccc(NC(=O)c2ccc(-c3ccc(-c4noc(C)n4)cc3C)cc2)cc1N1CCN(C)CC1	nt	nt	-3.0	-1	-2.1	39*	-2	-13	-12	-0.6
CC1(C)CC(=O)C2=C(C1)OC(c1ccncc1)C(C#N)=C2N (centres undefined)	3	-6	-1.8	-8	-0.5	-16	-1	3	8	0.2
CCN1CCN(C(=S)Nc2ccc3nc(N4CCN(C)CC4)cc(C)c3c2)CC1	10	-6	i	2	3.3	4	14	16	11	1.9
O=C(NNC(=O)C12CC3CC(CC(C3)C1)C2)c1ccccn1	8	0	0.6	-1	0.4	-2	2	1	1	-0.2
COc1ccccc1CNC(=O)C1CCC(CNc2c(N3CCC(C)CC3)c(=O)c2=O)CC1 (centres undefined)	8	-1	-0.5	-1	-1.6	-15	1	-4	3	0.0
CCOC(CNC(=O)c1ccc(N2CCc3ccccc32)c([N+](=O)[O-])c1)OCC	1	8	-0.3	9	2.0	63*	-6	11	-6	nt
CCOc1ccc(N2C(=O)S/C(=C\c3cccn3C)C2=O)cc1	-16	1	-0.3	-4	-0.1	-12	-1	4	28	nt
O=[N+]([O-])c1ccccc1S(=O)(=O)N1CCN(Cc2ccc3c(c2)OCO3)CC1	12	3	-0.2	12	0.2	24	1	-3	5	nt
COc1cc(CN2CCNC(=O)C2CC(=O)NC2CCC2)cc(OC)c1 (centres undefined)	11	3	i	2	-1.8	-12	-1	-8	1	1.3
CCOC(=O)c1c(NC(=O)C2COc3ccccc3O2)sc(C(C)=O)c1C (centres undefined)	16	-2	-1.8	5	-0.3	-12	2	9	-15	-1.4
Cc1cc(N)n2ncc(-c3cccc(Br)c3)c2n1	19	-1	i	5	1.1	-13	8	16	3	4.0
Cc1ccc(CSCCNC(=O)c2ccc(NS(C)(=O)=O)cc2)cc1	11	3	0.8	-7	0.1	-5	-4	-1	-3	-1.6
Clc1ccc(CNCCCSc2ncccn2)cc1	-2	0	0.0	-1	0.2	-1	0	3	3	-1.0
O=C(NCc1ccccc1)c1ccc2c(c1)S(=O)(=O)c1cc(Cl)ccc1C2=O	nt	nt	-1.2	9	0.2	0	2	15	7	-0.9
O=C(Nc1ccccc1F)c1ccc(Cn2cc(Br)cn2)cc1	19	0	-0.3	-23	1.9	-21	-1	3	2	0.9
COC(C(=O)Nc1ccnn1C1CCN(C(=O)c2cccc(F)c2)CC1)c1ccccc1 (centres undefined)	-20	0	-0.4	1	-0.1	-8	1	16	-1	2.6
O=C(NCc1ccccn1)C(=O)NCC(c1ccco1)N1CCOCC1 (centres undefined)	26	4	i	10	1.2	-1	1	1	5	nt
COC(=O)C1=C(C(=O)OC)[C@@H]2Nc3ccccc3[C@@]23C[C@@H](C(=O)OC)N(C(=O)c2cccs2)C3=N1	nt	nt	-11	3	2.5	-7	2	16	5	-5.9
Cc1ccc2ncnc(Nc3ccc(C)c(C)c3)c2c1	-2	0	-0.4	-10	-2.7	-3	-1	7	4	-0.4
Cc1ccc2c(c1)nnn2C1CCN(CC(=O)NNC(=O)c2ccco2)CC1	3	-6	-1.1	1	-2.3	2	0	-12	6	nt
C=CCOC(=O)C(C#N)c1nc2ccccc2nc1N1CCN(Cc2ccccc2)CC1 (centres undefined)	-8	2	0.0	6	0.1	9	-2	5	-5	-1.3
N#C/C(=N\Nc1ccc(Cl)cc1)C(=N)N1CCCCCC1	13	-1	i	-14	-1.4	nt	-4	4	-4	nt
CN(c1ccccc1)S(=O)(=O)c1ccc(Cl)c(C(=O)NCc2ccccc2CN2CCCC2)c1	nt	nt	-6.2	-7	0.8	1	2	9	2	-0.5
COc1ccc(Br)cc1/C=N/NC(=O)c1cc(OC)c(OC)c(OC)c1	5	-3	-0.2	-11	1.0	nt	6	26	3	nt
O=C(NCc1ccco1)c1cccc(S(=O)(=O)N2CCc3ccccc32)c1	38	1	-0.5	8	-2.0	-10	-2	2	0	nt

Single records, as listed above:
Cc1ccc2c(c1)nnn2C1CCN(CC(=O)NNC(=O)c2ccco2)CC1 is entered as DUSP3 inh: 3; 3CLpro inhibitor: -6; BH1578 lux ind: -1.1; Rv3671c inh: 1; UGM FP inh: -2.3; SSB-PriA inh: 2; FBA Mtb inh: 0; GDH-TPI inh: -12; MazF activator: 6; Mtb BioA inh: nt
O=C(Nc1ccccc1F)c1ccc(Cn2cc(Br)cn2)cc1 is entered as DUSP3 inh: 19; 3CLpro inhibitor: 0; BH1578 lux ind: -0.3; Rv3671c inh: -23; UGM FP inh: 1.9; SSB-PriA inh: -21; FBA Mtb inh: -1; GDH-TPI inh: 3; MazF activator: 2; Mtb BioA inh: 0.9

Next part:
SMILES	DUSP3 inh	3CLpro inhibitor	BH1578 lux ind	Rv3671c inh	UGM FP inh	SSB-PriA inh	FBA Mtb inh	GDH-TPI inh	MazF activator	Mtb BioA inh
Cc1nc2cc(-c3ccccc3)nn2c(C)c1CCC(=O)NC(C)c1ccc2c(c1)OCCO2 (centres undefined)	15	-1	-0.2	15	-1.5	-2	18	8	10	0.2
CN(C)S(=O)(=O)c1cc(NC(=O)COC(=O)c2ccc3c(c2)OCO3)ccc1Cl	13	-1	-0.4	-5	3.0	-3	4	8	-1	nt
CC(=O)/C(=N/Nc1ccccc1)Sc1nnc(CCc2ccccc2)n1-c1ccccc1	-2	2	-0.3	-15	-0.2	nt	3	32*	7	nt
CCOC(=O)c1sc2c(c1C)c(=O)c(C(=O)OCC)cn2CC	16	-7	0.6	3	-0.1	3	4	11	9	nt
Cc1ccccc1NC(=O)C1CCN(c2cc(-c3ccccc3)nc3ncnn23)CC1	-14	-3	i	6	-3.1	-10	3	13	3	-0.8
Cc1ccccc1N1C(=O)C2ON(c3ccccc3)C(c3ccncc3)C2C1=O (centres undefined)	65	2	i	1	-3.2	-5	0	-7	-1	0.9
COc1ccc(OC(F)(F)F)cc1CC1(C)C(=O)Nc2c(Cl)ccc(Cl)c21 (centres undefined)	nt	nt	i	nt	nt	nt	-3	10	nt	-1.2
Cc1cc(C(=O)O)ccc1N=Cc1c(O)ccc2ccccc12	-2	-1	-0.6	5	-1.5	2	-5	-6	-62	-2.5
CCOC(=O)c1c(-c2ccccc2)oc2ccc(OCC(=O)NNC(=O)CCC(=O)O)cc12	20	-2	i	nt	-0.7	-12	122*	8	3	3.0
Cc1cccc(C)c1NC(=O)CN1C(=O)C(C)Oc2ccccc21 (centres undefined)	-18	0	-2.1	1	-1.0	9	3	4	-35	-3.6
CC1=C(C(=O)N2CCCCCC2)C2(CCC(C)CC2)OC1=O (centres undefined)	6	-2	nt	-1	2.4	-9	-2	5	4	-0.7
COc1ccc(N2CCN(C(=S)Nc3ccc(OC)cc3OC)CC2)cc1	11	3	i	-2	-0.5	16	0	2	13	-0.9
O=C(Nc1ccccc1F)c1cc(C(=O)Nc2ccccc2F)cc([N+](=O)[O-])c1	9	2	-0.4	-5	1.0	1	1	0	14	-0.8
COc1ccccc1N(CC(=O)NCc1ccco1)S(C)(=O)=O	22	-8	-0.3	12	-2.5	0	0	-1	3	nt
COc1cc2c(cc1OC)C(C)N(C(=O)c1cc3n(n1)C(C(F)(F)F)CC(c1ccco1)N3)CC2 (centres undefined)	27	2	-5.3	4	-3.3	11	1	-12	10	3.7
CCCCOc1cccc(OCCCC)c1C(=O)Nc1cc(C)on1	17	2	-0.6	11	-1.0	-19	-2	-2	-16	nt
Nc1nnc(CCS(=O)(=O)c2cc(Cl)ccc2Cl)s1	12	-3	-1.7	12	0.3	-4	1	-8	-1	nt
CC1(C)CC(NC(=O)CCC2CCCC2)CC(C)(C)N1	13	-1	nt	-5	-1.7	-19	-8	-5	-5	0.4
COc1ccc(NC(=O)CS(=O)c2cccc(C(F)(F)F)c2)cc1 (centres undefined)	2	0	-0.7	1	-5.1	-11	5	9	1	4.1
CCOC(=O)N(C)c1c(CC)nc2c(OCc3ccccc3C)cccn12	nt	nt	-3.3	nt	nt	nt	0	-2	nt	1.3
Cc1c(CCO)c(=O)[nH]n1S(=O)(=O)c1cccc(C(F)(F)F)c1	28	1	-0.7	6	4.5	10	0	2	3	-2.3
O=C1O/C(=C/c2ccccc2)c2ccccc21	-8	-4	-0.4	-2	-0.1	-28	7	16	0	nt
COc1ccc(C(=O)OC(C)CN2CCOCC2)cc1 (centres undefined)	6	-3	-1.8	-1	2.6	0	1	-11	1	-0.3
CCOc1ccc2nc(NCCNC(=O)Nc3cccc(C)c3)c(C#N)cc2c1	5	-13	-2.9	-9	0.0	-4	21	2	-21	-0.8
COc1cccc(C(=O)N(c2ccccc2)C2C=CS(=O)(=O)C2)c1 (centres undefined)	13	6	0.6	-2	-2.6	-1	1	5	-6	0.0

(list continues)
SMILES	DUSP3 inh	3CLpro inhibitor	BH1578 lux ind	Rv3671c inh	UGM FP inh	SSB-PriA inh	FBA Mtb inh	GDH-TPI inh	MazF activator	Mtb BioA inh
C[C@@]12C(=O)Nc3ccc(F)cc3C(=O)N1[C@H]1c3cc(Br)ccc3OC[C@@H]1[C@@H]2c1ccccc1	nt	nt	-4.0	-79	1.2	-26	1	-1	2	-1.8
CCN(CC)S(=O)(=O)c1ccc2[nH]cc(C(=O)NCCCN3CCCCC3)c(=O)c2c1	-14	-6	-0.4	11	4.3	0	19	14	-5	0.0
Cc1cc(SCC(=O)Nc2cccc(S(=O)(=O)NC3=NCCCCC3)c2)c(C)cc1Br	1	-3	i	-38	3.1	2	-2	-3	6	nt
COC(=O)c1ccc2c(c1)C(=O)/C(=C/c1ccc(O)cc1)O2	4	0	4.0	-39	-0.2	-5	-10	10	-183	1.3
Cc1cccc(NC(=O)NNC(=O)c2ccc3ccccc3c2)c1	21	-2	-0.1	nt	-2.6	-5	-4	-10	-5	-1.2
O=C(CC(n1cncn1)C(Cl)(Cl)Cl)c1ccc([N+](=O)[O-])cc1 (centres undefined)	14	-3	i	-3	-0.6	-11	5	-5	2	-5.6
CCC(C)(C)NC(=O)CCn1c(-c2ccccc2)cc(C(C)=O)c1C	-14	0	-0.3	6	3.4	11	1	10	6	nt
Cc1ccc(CN(C)C(=O)COc2ccc(S(=O)(=O)N3CCCC3)cc2[N+](=O)[O-])c(C)c1	nt	nt	-0.3	2	-3.8	0	5	10	1	-1.1
COc1cc(OC)c(C(=O)N2CCN(c3ccccn3)CC2)cc1OC	13	1	-0.8	0	-3.6	-12	3	0	-1	0.0
CCOC(=O)c1[nH]c2c(c1-c1ccccc1)C(=O)CC(c1ccccc1)C2 (centres undefined)	-22	-7	-0.2	-14	-0.5	-12	4	16	-6	-0.3
Cc1ccc(-c2nnc(N3CCOCC3)c3ccccc23)cc1S(=O)(=O)NCc1cccnc1	28	-1	-0.4	-1	5.5	-3	-1	4	0	nt
O=C(CCc1nc(-c2ccc(Cl)cc2)no1)NCC1CCCO1 (centres undefined)	12	1	-0.3	3	-0.1	-16	-4	5	6	-0.3
CC(C)(C)C(=O)COC(=O)c1c2c(nc3ccccc13)CCC2	10	3	-0.2	2	1.8	-7	6	2	7	nt
CCCCCCC1NC(C(=O)O)CS1 (centres undefined)	9	1	i	-5	-0.6	-13	-5	4	-2	1.9
Cc1[nH]nc2c1C1(CCN(C(=O)OCc3ccccc3)CC1)C(C#N)=C(N)O2	7	0	nt	-3	0.1	8	4	7	-18	0.0
COc1ccc(N(C(=O)c2cnccn2)C(C(=O)NC2CCCCC2)c2cc(OC)c(OC)c(OC)c2)cc1 (centres undefined)	-36	0	-0.2	5	1.4	7	1	4	-9	nt

Part of the list above in order of molecular weight, lowest first.
SMILES	DUSP3 inh	3CLpro inhibitor	BH1578 lux ind	Rv3671c inh	UGM FP inh	SSB-PriA inh	FBA Mtb inh	GDH-TPI inh	MazF activator	Mtb BioA inh
COC(=O)c1ccc2c(c1)C(=O)/C(=C/c1ccc(O)cc1)O2	4	0	4.0	-39	-0.2	-5	-10	10	-183	1.3
Cc1cccc(NC(=O)NNC(=O)c2ccc3ccccc3c2)c1	21	-2	-0.1	nt	-2.6	-5	-4	-10	-5	-1.2
CCN(CC)S(=O)(=O)c1ccc2[nH]cc(C(=O)NCCCN3CCCCC3)c(=O)c2c1	-14	-6	-0.4	11	4.3	0	19	14	-5	0.0
Cc1cc(SCC(=O)Nc2cccc(S(=O)(=O)NC3=NCCCCC3)c2)c(C)cc1Br	1	-3	i	-38	3.1	2	-2	-3	6	nt
